Compound activity deposited in PubChem by several laboratories.
AddAB inh = growth inhibition of E. coli expressing H. pylori AddAB, primary screen, AddAB inhibitor project, absorbance | inhibition, % at 11.9 µM | actives 0.29% (n = 330,000) | AID 435030, 2010; in the data active = inhibition above about 12%;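 note: 0% = vehicle wells of infected cells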
phage Ecoli inh = growth loss of phage-infected E. coli, primary screen, RecBCD inhibitor project, absorbance, with phage, HTS | inhibition, % at 11.9 µM | actives 0.26% (n = 360,000) | AID 651602, 2012; in the data active = inhibition above about 11%
CDK5 p35 inh = inhibitors of human CDK5/p35 kinase, primary screen, biochemical, single concentration; Cyclin-dependent kinase 5 (Homo sapiens) + Cyclin-dependent kinase 5 activator 1 (Homo …; Recombinant CDK5/p35, ADP-Glo luminescence, 60 min; inhibition, % at 10 µM; actives 0.01% (n = 330,000);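 active = highest replicate inhibition of at least 50% and at least 75% of replicates reaching 50%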;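 note: plate controls were DMSO neutral control for no effect and GW8510 at 10 µM for full effect; many of its hits are not listed in these tables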
Target sequence (Q00535 whole entry, looked up): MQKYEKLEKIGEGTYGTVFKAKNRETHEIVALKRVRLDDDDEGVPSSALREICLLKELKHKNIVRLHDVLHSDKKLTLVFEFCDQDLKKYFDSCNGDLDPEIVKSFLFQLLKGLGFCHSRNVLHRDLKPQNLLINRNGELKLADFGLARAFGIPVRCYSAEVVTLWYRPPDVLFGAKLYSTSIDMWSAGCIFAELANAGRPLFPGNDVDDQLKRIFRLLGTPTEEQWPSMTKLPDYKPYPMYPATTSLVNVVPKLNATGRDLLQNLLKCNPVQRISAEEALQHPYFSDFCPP
Target sequence (Q15078 whole entry, looked up): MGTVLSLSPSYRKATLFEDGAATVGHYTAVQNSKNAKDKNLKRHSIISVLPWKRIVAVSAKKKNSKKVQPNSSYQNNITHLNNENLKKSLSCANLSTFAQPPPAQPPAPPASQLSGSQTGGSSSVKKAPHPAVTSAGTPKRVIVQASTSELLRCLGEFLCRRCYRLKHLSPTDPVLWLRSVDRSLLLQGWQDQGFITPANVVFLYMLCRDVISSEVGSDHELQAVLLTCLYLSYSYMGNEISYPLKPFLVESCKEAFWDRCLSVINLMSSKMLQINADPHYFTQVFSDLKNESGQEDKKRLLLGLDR
Mot1-301 SUMO = yeast Mot1-301 growth rescue at high temperature, primary screen, SUMOylation pathway inhibitor project, S. cerevisiae, ATP luminescence, 38.5C; S. cerevisiae Mot1-301 growth rescue; percent above DMSO median, 100 means doubled; growth rescue, % at 18.8 µM; actives 1% (n = 320,000);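 active = every valid replicate shows activation above 250% relative to neutral control wells; inactive = the rest, any valid replicate at or below 250%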;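 note: OY570 slx delta 5 strain wells were the positive control but not used for scaling; some compounds called inactive have numbers as strong as hits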
PKA-R2B act = activators of PKA-R2B holoenzyme, primary screen, biochemical, fluorescence polarization, Cy5-IP20, human | cAMP-dependent protein kinase catalytic subunit beta (Homo sapiens) + cAMP-dependent … | actives 0.079% (n = 340,000) | activation, % at 11.4 µM | AID 504700, 2011 | PKA-R2B holoenzyme dissociation; R2B truncated from residue 108, S112A mutant; 0% DMSO only, 100% 113 µM cGMP;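 active = activation above a cutoff set at the mean over all compounds plus 3 SD, cut at about 18% in these data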;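 note: higher means more holoenzyme dissociation and a rise in polarization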
HTR5A ag ctr = HTR5A agonists in luminescence cell assay, primary screen, counter-screen for OPRM1-OPRD1 heterodimer agonist project, full-deck HTS; 5-hydroxytryptamine receptor 5A (Homo sapiens), P47898; cell-based; activation, % at 9.3 µM; actives 0.61% (n = 340,000); AID 504692, 2011; in the data active = activation mostly above about 9.5%, no sharp cut-off; inactive = mostly below about 7.6%;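 note: 0% = cells with vehicle only and 100% = reference agonist; strong numbers were not always called active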
Target sequence (P47898 whole entry, looked up): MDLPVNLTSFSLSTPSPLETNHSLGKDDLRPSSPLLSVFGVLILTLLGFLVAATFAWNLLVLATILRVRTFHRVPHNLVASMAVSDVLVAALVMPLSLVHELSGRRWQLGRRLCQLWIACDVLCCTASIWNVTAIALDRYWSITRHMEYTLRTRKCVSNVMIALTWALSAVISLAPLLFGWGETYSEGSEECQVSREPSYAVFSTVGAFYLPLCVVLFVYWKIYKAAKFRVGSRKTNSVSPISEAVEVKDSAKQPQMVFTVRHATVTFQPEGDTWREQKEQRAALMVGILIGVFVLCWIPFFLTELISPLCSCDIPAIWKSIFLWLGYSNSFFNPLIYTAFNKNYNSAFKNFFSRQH
HTR5A inv ag = HTR5A inverse agonists in luminescence cell assay, primary screen, counter-screen for OPRM1-OPRD1 heterodimer inverse agonist project, full-deck HTS | 5-hydroxytryptamine receptor 5A (Homo sapiens), P47898 | HTR5A cell line, inverse agonism | inhibition, % at 9.3 µM | actives 0.083% (n = 340,000); in the data active = inhibition mostly above about 23%, no sharp cut-off; inactive = mostly below about 18%;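 note: 0% = cells with DMSO and 100% = no-cell wells with DMSO; some compounds called inactive have numbers as strong as hits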
DAGLB inhibitor = DAGLB lipase inhibitors, primary screen, biochemical, fluorescence, HTS | Diacylglycerol lipase-beta (Homo sapiens), Q8NCG7 | HEK293T DAGLB membrane lysate, EnzChek fluorogenic substrate | inhibition, % at 5.17 µM | actives 0.059% (n = 340,000); in the data active = inhibition above about 34%;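 note: 0% = enzyme with vehicle and 100% = wells lacking enzyme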
PKA-R1A activ = activators of PKA-R1A holoenzyme, primary screen, biochemical, fluorescence polarization, Cy5-IP20, bovine R1A, mouse PKAc. actives 0.083% (n = 340,000). PKA-R1A dissociation; scaled: DMSO 0%, 113 µM cGMP 100%. activation, % at 11.4 µM. AID 504707, 2011;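 active = percent activation above the mean of all tested compounds plus 3 SD, cut at about 19% in these data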;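 note: higher means more PKAc released from R1A so a rise in polarization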
Tat transport = E. coli Tat export inhibitors, primary screen, MC4100, TorA-mCherry reporter, fluorescence, single point; inhibition, % at 10 µM; actives 0.036% (n = 340,000); AID 488895, 2010;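 active = mean replicate inhibition at least 50% and at least half of replicates individually reaching 50%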;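 note: exported cargo escapes ClpAP degradation while cytoplasmic cargo is degraded and loses fluorescence; 0% = median of neutral control wells and 100% = median of NaSCN control wells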
E coli growth = E. coli V3065 growth inhibition, primary screen, counter-screen for AddAB inhibitor project, absorbance, OD600 | 18 h | inhibition, % at 11.9 µM | actives 0.27% (n = 330,000);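 active = inhibition above the campaign's mean inhibition across all tested compounds plus 3 SD, cut at about 9.9% in these data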;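 note: uninfected addAB+ strain grown without phage in ampicillin broth; 0% = DMSO wells and 100% = ciprofloxacin 0.95 µg/ml wells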
Active calls of the source: *; / = not tested or not shown.

SMILES	AddAB inh	phage Ecoli inh	CDK5 p35 inh	Mot1-301 SUMO	PKA-R2B act	HTR5A ag ctr	HTR5A inv ag	DAGLB inhibitor	PKA-R1A activ	Tat transport	E coli growth
CN(C)CCCN(C(=O)c1ccc2c(c1)CCCC2)c1nc2ccc(Cl)cc2s1	5.9	5.5	0.4	3	1	-4	11	-9	-5	11	-0.3
O=[N+]([O-])c1cccc(COc2ccccc2CN2CCCCC2)c1	/	4.1	-0.4	/	11	4	-15	-2	8	7	/
CCOC(=O)c1ccc(NC(=O)c2nc[nH]c2C(=O)N[C@@H](CCCCNC(=O)OC(C)(C)C)C(=O)OC(C)(C)C)cc1	-1.1	-0.6	0.3	1	1	0	-24	-4	-1	-9	-0.7
CCC1Sc2ccc(S(=O)(=O)CCC(=O)Nc3cc(C)ccn3)cc2NC1=O (stereo unspecified)	4.0	1.7	/	241	-5	3	5	-1	-9	3	-0.2
O=C1CC2(CCCCCC2)Oc2ccc(Cl)cc21	-0.3	1.4	-2.1	-8	-9	2	-6	-4	1	-7	-3.0
NC(=O)C(c1ccc(Br)cc1)c1ccc(C(=O)c2ccccc2)cc1 (stereo unspecified)	-1.1	1.4	1.7	27	-6	5	-20	-8	0	7	-0.7
CCCCN=C1SC(C(=O)Nc2sc3c(c2C(=O)OC)CCC3)C(N)=C1C(=O)N1CCOCC1 (stereo unspecified)	2.4	1.9	0.8	3	-4	4	27	2	8	-5	3.9
O=C(CCc1nnc(CCCCc2ccccc2)o1)NCCN1CCCCC1=O	4.9	3.0	0.4	-1	-13	0	7	-1	-4	4	2.6
COc1ccc(N2CCN(C(=O)C3CCCN(S(=O)(=O)c4ccc(C)cc4)C3)CC2)cc1 (stereo unspecified)	1.2	0.8	1.4	18	-5	8	-21	1	7	5	0.9
CCOc1ccccc1N(CC(=O)Nc1ccc(S(=O)(=O)N2CCCC2)cc1)S(C)(=O)=O	2.3	0.0	-0.2	-2	-5	6	6	1	-3	-3	1.4
COc1cc(CC(NC(C)=O)C(=O)NC2CCN(c3nc(OC)nc(OC)n3)CC2)cc(OC)c1 (stereo unspecified)	4.4	0.8	1.4	/	5	2	-5	-1	-4	0	-0.9
CCOC(=O)C1CCN(c2c(NCCCN3CCN(Cc4ccccc4)CC3)c(=O)c2=O)CC1	1.8	3.1	-0.6	-2	-4	-2	7	0	2	-5	1.5
O=C1COc2ccc(C(=O)COC(=O)CCSc3ccc(Cl)cc3)cc2N1	1.8	2.9	-0.6	350	2	2	-5	4	-10	2	-0.7
Cc1cccc(C)c1NC(=S)NC(C)CCc1ccccc1 (stereo unspecified)	-3.1	2.2	-1.5	14	-4	0	-1	-4	-6	24	-2.7
CC(C)N(C(C)C)S(=O)(=O)c1ccc(NN)nc1	0.4	4.8	-0.9	164	-9	-1	-39	4	-9	4	0.7
COc1ccc(CCNC(=O)c2ccc(N3CCCCS3(=O)=O)cc2)cc1OC	2.1	3.2	-2.4	-8	-3	6	-22	0	-9	-10	1.4
CC1=Nn2c(nnc2-c2n[nH]c3c2CCC3)SC1	2.5	2.5	0.8	3	6	-1	2	-1	-2	3	-3.0
Cc1c(Cl)cccc1N1C(=O)CC(NNC(=O)c2ccc3c(c2)OCO3)C1=O (stereo unspecified)	3.9	1.9	-5.6	7	6	-2	-5	2	-5	-1	1.1
COCCN(C(=O)COC(=O)CCS(=O)(=O)c1ccccc1)c1c(N)n(Cc2ccccc2)c(=O)[nH]c1=O	0.5	3.6	1.5	-6	4	7	-17	-1	-9	8	1.2
CCn1c(Cc2ccccc2)nnc1SCc1nc2ccccc2c(=O)[nH]1	2.0	/	-1.2	3	-2	-2	15	-1	0	-4	2.7
CCOC(=O)C1CCN(C(=O)c2cc(C)n(C(C)(C)C)n2)CC1	0.1	2.5	-2.6	3	-8	-6	17	-4	-9	-6	-0.2
CC(CN1CCCC1)OC(=O)C(c1ccccc1)c1ccccc1 (stereo unspecified)	-0.4	-4.8	0.8	53	6	-3	8	-1	4	0	-0.5
COc1cc(/C=N/NC(=O)c2sc(N)c(C#N)c2C)ccc1O	2.5	2.5	3.3	157	2	0	-1	5	-1	12	2.4
O=C(COc1coc(CN2CCc3ccccc3C2)cc1=O)Nc1cccc(F)c1	0.0	-0.7	1.5	14	2	-2	5	-7	-9	-7	1.2
O=C(O)COc1ccc(/C=N/NC(=O)C(O)(c2ccccc2)c2ccccc2)cc1	0.7	1.2	0.8	-11	-4	-3	11	2	-9	2	0.7
Cc1ccc(S(=O)(=O)NCCC(=O)OCC(=O)NCCc2ccccc2)cc1C	0.3	4.1	-0.2	22	-12	0	1	3	1	-4	-0.8
CCOC(=O)c1c(C)c(C(=O)Nc2ccc3c(c2)OCCO3)c(C)n1C	-0.1	2.4	0.4	-5	3	-3	-18	-2	-3	-1	0.7
C=CCn1ccc(=O)nc1SC	/	1.6	-0.7	/	0	3	-10	1	-5	-4	/
CC(C)c1ccc(/C=C/C(=O)n2nnc3ccccc32)cc1	0.2	-0.3	-0.8	319	0	-2	5	1	-3	-3	-2.9
Clc1ccc(C=NNc2ccccn2)c(Cl)c1	/	4.2	-4.4	/	-9	0	0	0	-3	-6	/
COC(=O)C1=C(O)/C(=C/c2ccc(OCC(=O)Nc3ccccc3)cc2)N=C1C	1.0	3.5	0.8	-2	-4	-2	6	2	2	-6	-0.3
COc1ccc(CC(NC(C)=O)C(=O)NC2CCN(c3nc(C)cc(C)c3C#N)CC2)cc1 (stereo unspecified)	-0.7	3.5	-0.7	/	0	-2	15	-1	-4	-14	-1.9
CCOC(=O)Cc1nn(Cc2ccc(Cl)cc2)c(=O)c2ccccc12	0.0	1.9	-0.1	-7	-1	5	-13	-5	-3	-4	0.4
O=c1c(-c2ccccc2)n[nH]c2ccccc12	5.0	1.5	0.4	-13	-14	1	-2	-2	-1	4	0.0
Cc1cc(C(=O)NNC(=S)NCc2ccco2)n(C)n1	0.3	1.5	-1.7	162	-4	2	-4	-1	7	12	-1.2
Cc1cc(C)c2cc(C)c3nnc(SCC(=O)NCc4ccc5c(c4)OCO5)n3c2c1	5.7	0.9	0.2	621*	3	-2	-4	0	3	11	3.8
CCOc1ccc(N2C(=O)CC(Sc3nc4ccc(OCC)cc4s3)C2=O)cc1 (stereo unspecified)	1.1	3.1	0.8	41	5	-1	16	1	5	5	3.0
COc1ccccc1C1SCCN1S(C)(=O)=O (stereo unspecified)	-1.4	0.5	-0.6	-4	-2	0	-6	2	5	-8	2.1
CC(=O)Oc1ccc2nc(-c3ccc(Br)o3)oc(=O)c2c1	-1.5	0.9	-5.2	-18	-11	8	2	-1	1	11	-2.0
CCOC(=O)c1ccc(NC(=O)CCNC(=O)c2ccc([N+](=O)[O-])cc2)cc1	0.9	3.9	-1.1	31	4	3	-6	1	-3	-3	-0.7
Cc1cccc(C)c1NC(=O)CSc1nnc(NC(=O)C2CC2)s1	-0.8	1.2	-1.0	12	-2	7	-4	-3	14	-1	-4.1
COCCC(=O)Nc1ccc2c(c1)CN(C(=O)CCOC)CC2	2.0	1.4	1.7	555	-2	2	-11	2	8	-3	1.9
O=C(Nc1ccccc1O)/C(=C\c1ccccc1)NC(=O)c1ccccc1	6.7	2.6	1.5	55	-12	5	3	0	-3	12	-1.4
CCOC(=O)C1=C(COC(=O)c2ccccc2OC)NC(=O)NC1C (stereo unspecified)	/	3.2	-1.6	/	-1	1	8	-1	-5	0	/
Nc1c(-c2ccccc2Cl)cnn1-c1cccc([N+](=O)[O-])c1	0.8	2.2	-0.7	12	2	-1	10	4	-1	-1	0.8
COc1cc(C)nc(NC(=O)COc2ccc(Cl)cc2C)n1	-0.5	1.8	0.6	-9	4	4	-34	-4	-7	1	-1.3
CC1OC2(C)OC(=N)C1(C#N)C(C#N)(C#N)C2c1ccccc1 (stereo unspecified)	37*	1.2	-0.9	152	-14	7	-25	1	-1	-8	23*
COc1ccc(C)cc1NC(=O)NCc1ccccn1	2.6	-1.1	-2.6	16	-5	0	0	0	5	-1	1.3
O=C(CCc1nnc(Cc2c[nH]c3ccccc23)o1)NCC1CC12CCCCC2 (stereo unspecified)	-3.6	4.1	-1.9	13	-7	3	-34	2	2	13	-1.1
COc1ccc(CC2(C)OC(c3ccc([N+](=O)[O-])cc3)=NN2C(C)=O)cc1 (stereo unspecified)	-0.5	0.1	0.8	11	-14	4	-1	-10	0	9	-2.9
Nc1nc(-c2ccccc2)cc(-c2ccccc2O)n1	1.3	3.8	6.6	12	-19	0	0	0	-15	4	1.4
CC(=O)c1ccc(S(=O)(=O)NCC2(N3CCOCC3)CCCCC2)cc1	-1.3	0.1	-2.1	-8	13	4	-10	0	9	4	0.2
CC(C)=CC(=O)OCC(=O)NC(=O)NC(C)(C)C	3.2	-0.2	1.8	-18	-1	0	-8	2	6	1	3.6
CCN(C(=O)CSc1nnc(-c2ccc(F)cc2)c2ccccc12)C1CCS(=O)(=O)C1 (stereo unspecified)	1.5	1.6	-0.4	3	-6	1	-7	0	-4	-3	-2.8
COc1ccc2c3c([nH]c2c1)C1CC2C(CC(O)C(OC)C2CO)CN1CC3 (stereo unspecified)	5.7	3.7	1.2	-19	-3	-3	-36	0	-5	0	1.5
CCOC(=O)c1nc(Nc2ccc(C)cc2)c2ccccc2n1	3.3	1.5	0.8	-19	-2	5	-27	3	7	2	0.8
CSc1ccccc1C(=O)OCC(=O)NC1CCS(=O)(=O)C1 (stereo unspecified)	1.7	5.7	-10	38	-5	0	-1	1	2	-3	-0.6
CC(C)(C)c1nnc(NC(=O)Nc2ccc(Cl)cc2)s1	1.7	4.0	-0.2	2	-2	3	-4	-8	5	-5	2.3
COC(=O)C1=C(C)N(CC2CC2)C(=NCCN2CCOCC2)N[C@H]1c1ccccc1	-1.3	/	-0.2	-6	-12	1	2	2	-5	-2	-2.2
O=C(NCCc1ccccn1)c1nc(Cn2cc([N+](=O)[O-])cn2)no1	2.8	1.2	0.8	0	-5	2	-6	-2	-5	-2	-1.3
O=C(NCCCn1ccnc1)c1cnn2c1NC(c1ccccc1)CC2C(F)(F)F (stereo unspecified)	0.0	-1.0	0.0	9	6	-3	-17	0	2	0	0.2

The order is random; 2.3% or so of the library scored in one or more.
